# Assay outcomes deposited in PubChem BioAssay by National Center for Advancing Translational Sciences (NCATS).
# CBFb-RUNX1 inh: blocks binding between human CBF-beta and RUNX1. Q01196+Q13951. AlphaScreen CBFb-His/RUNX1-biotin binding, biochemical. Potency, µM (doses to about 59.8 µM), inactives show at the highest dose activity, negative = inhibition, hits mostly inhibitors. 230,000 tested, under 10 active; further: % of control where 0% means no effect
# Target sequence (Q01196 whole entry, looked up): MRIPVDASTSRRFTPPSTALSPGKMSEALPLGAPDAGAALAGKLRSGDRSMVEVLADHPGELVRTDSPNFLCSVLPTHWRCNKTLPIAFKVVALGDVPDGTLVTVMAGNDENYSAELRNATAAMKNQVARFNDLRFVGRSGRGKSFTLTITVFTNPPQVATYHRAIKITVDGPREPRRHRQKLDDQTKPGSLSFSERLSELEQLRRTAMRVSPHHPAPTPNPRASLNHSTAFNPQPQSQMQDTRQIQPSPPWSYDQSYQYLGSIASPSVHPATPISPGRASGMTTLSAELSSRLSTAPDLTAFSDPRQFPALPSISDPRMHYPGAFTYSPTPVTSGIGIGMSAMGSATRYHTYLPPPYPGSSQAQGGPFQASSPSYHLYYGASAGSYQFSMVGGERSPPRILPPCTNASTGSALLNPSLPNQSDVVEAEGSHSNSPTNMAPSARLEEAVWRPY
# Target sequence (Q13951 whole entry, looked up): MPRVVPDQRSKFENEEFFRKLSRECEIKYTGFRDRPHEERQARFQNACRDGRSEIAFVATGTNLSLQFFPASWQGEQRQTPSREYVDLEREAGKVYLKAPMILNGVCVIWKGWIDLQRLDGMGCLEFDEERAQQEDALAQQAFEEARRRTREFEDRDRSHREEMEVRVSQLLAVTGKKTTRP
#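 AlphaScreen binding: CBFb-His and RUNX1-biotin (30 nM each) preincubated 20 min, compound added for 15 min, then nickel and streptavidin beads for 90 min, all at room temperature. Disruption of the interaction by any mechanism counts as activity.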
# HttQ103 aggreg: mutant huntingtin aggregation inhibition; actives 1.1% (n = 220,000); Potency, µM (doses to about 46.1 µM), for the others: top-dose activity change, negative = inhibition, actives largely listed as inhibitors; AID 1688; PC12 HttQ103-GFP aggregates, Acumen cytometry, 40 h; further: potency means the concentration at half of the fitted maximal effect; on the % scale 0 is the no-effect control and ±100 the full control effect; nearly all actives have a fitted effect of over 60% in size
#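 PC12 cells stably carrying ecdysone-inducible HTT exon 1 Q103–GFP were induced with tebufenozide (100 nM final) and treated with library compounds in titration. GFP aggregates in lysates were counted by laser scanning cytometry.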
# Luc counter: blocks Kinase-Glo luciferase, a counter-screen artifact; Q27757; Kinase-Glo luciferase, ATP luminescence, 8 min; Potency, µM (highest dose often 38.3 µM), inactives show at the highest dose activity change, negative = inhibition, most hits filed as inhibitors; actives 0.28% (n = 200,000); AID 1379; further: potency means the concentration at half of the fitted maximal effect; on the % scale 0 is the no-effect control and ±100 the full control effect; nearly all actives have a fitted effect of over 60% in size
#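 Recombinant Kinase-Glo luciferase, 10 uM ATP (linear range), luciferin; imidazole pH 7.2 / KCl / MgCl2 / Tween / BSA buffer; 8 min RT; luminescence.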
# IMPase Li cell: cell-permeable IMPase inhibitors with lithium potentiation; CHO-M1 cells, IP1 TR-FRET (IP-One), carbachol + lithium; Potency, µM (doses to about 59.4 µM), inactives show at the highest dose activity, negative = IMPase inhibition, hits mostly inhibitors; actives 0.35% (n = 210,000); AID 1457;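 further: IP1 builds up when IMPase is blocked and the TR-FRET signal falls; potency means the concentration at half of the fitted maximal effect; plate controls were basal vehicle for no effect and high inhibitor control for full effect; nearly all actives have a fitted effect of over 50% in size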
#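 Steps: plate 2000 CHO-M1 cells per well and culture 16–30 h; add compound and lithium; incubate 30 min, 37C; add d2-IP1 tracer and Eu cryptate anti-IP1 antibody in lysis buffer; read after 10 min at room temperature.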
# HTT ATP protect: protects HTT-Q103 PC12 cells, measured by ATP | PC12 HTT-Q103 induced, cytoprotection, ATP luminescence, 40 h | Potency, µM (top dose mostly 56.4 µM), for the others: cytoprotection (ATP increase), usual class: activators | actives 0.14% (n = 230,000) | AID 1471;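 further: potency means the concentration at half of the fitted maximal effect; % of control where 0% means no effect; nearly all actives have a fitted effect of over 45% in size; toxic huntingtin expression switched on by the ecdysone agonist tebufenozide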
#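 Readout: ATPlite luminescence (ATP level). Model: stable PC12, inducible Htt exon1 Q103-GFP. Inducer: tebufenozide, 100 nM final. Compounds: dose series. No G418 in medium.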
# SMN2 splice up: enhancers of SMN2 splice variant expression | actives 2.8% (n = 210,000) | AID 1458 | Potency, µM (highest dose often 46.1 µM), for inactives: top-dose activity change, positive = activation, most hits filed as activators | HEK293 SMN2-luciferase splicing reporter, luminescence, 30-36 h; further: potency means the concentration at half of the fitted maximal effect; % of control where 0% means no effect; nearly all actives have a fitted effect of over 55% in size
#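 HEK293 cells carry an SMN2 minigene-luciferase reporter in which exon 7 inclusion puts luciferase in frame. Cells were seeded at 2000 cells/well, attached for 10-12 hours, then exposed to compounds for 30-36 hours at 37C before ONE-Glo luminescence.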
# Lamin A splicing: LMNA splicing modulation. HeLa LMNA splicing GFP/RFP minigene ratio, 48 h. Potency, µM (titrated, usually from 46.1 µM), without a hit: at the top dose ratio change, negative = inhibition, usual class: inhibitors. actives 0.01% (n = 200,000); active means well fitted inhibition curve with a large enough effect in the signal ratio, with a control signal flat, not every such curve was filed as active; inconclusive means small, poorly fitted or top-dose-only effect, or effect the other way, or a change in a side signal; the % refers to the signal ratio; further: potency means the concentration at half of the fitted maximal effect; on the % scale 0 is the no-effect control and ±100 the full control effect
#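 S3 HeLa stable clones carrying a lamin A-EGFP splicing minigene plus DsRed2 were seeded at 600 cells/well in Opti-MEM with 2% FBS, pin-dosed and incubated 48 h at 37°C. Acumen cytometry (488 nm) gave the GFP/RFP total-intensity ratio.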
# Active calls of the source: *; ? = inconclusive; . = not tested or not shown; & = joins results of further samples; [ ] = dose if it differs, or a comment. Unless noted, the call rests on the fitted dose curve; in most records, active means well fitted curve in the direction sought with a large enough effect; inconclusive means small, poorly fitted or top-dose-only effect, or another doubt; inactive means no such curve, though single readings can be large; an effect the other way counts as inactive or inconclusive. Hits appear at their usual frequency; about 4% have a hit in one of these screens.
# Preview, 4 compounds:
# Values run as follows: CBFb-RUNX1 inh, Luc counter, Lamin A splicing, HTT ATP protect, IMPase Li cell, SMN2 splice up, HttQ103 aggreg
Oc1ccc(-c2n[nH]c(=S)n2-c2ccc3c(c2)OCCO3)cc1
  -15%, 1%, -9%, -2%[10 µM], -2%, 0%, 30%
CCC(C)N=Cc1c(Nc2ccccc2)nc2c(C)cccn2c1=O (configuration not stated)
  9%, ., ., 22%[10 µM], ., ., -39%[9.22 µM]
O=C(NCc1ccco1)c1ccc(COCC(F)(F)F)cc1
  -2%, 4%, -8%, -7%[0.074 µM], 16%[38.3 µM], 5%, -20%
COCCn1c(=NC(=O)/C=C/c2cccs2)sc2cc(NC(C)=O)ccc21
  -12%, 4%, ?, -5%[10 µM], -2%, -7%, -2%

# Main list, from the first entry:
# Values run as follows: CBFb-RUNX1 inh, Luc counter, Lamin A splicing, HTT ATP protect, IMPase Li cell, SMN2 splice up, HttQ103 aggreg
Oc1ccc(-c2n[nH]c(=S)n2-c2ccc3c(c2)OCCO3)cc1
  -15%, 1%, -9%, -2%[10 µM], -2%, 0%, 30%
CCC(C)N=Cc1c(Nc2ccccc2)nc2c(C)cccn2c1=O (configuration not stated)
  9%, ., ., 22%[10 µM], ., ., -39%[9.22 µM]
O=C(NCc1ccco1)c1ccc(COCC(F)(F)F)cc1
  -2%, 4%, -8%, -7%[0.074 µM], 16%[38.3 µM], 5%, -20%
COCCn1c(=NC(=O)/C=C/c2cccs2)sc2cc(NC(C)=O)ccc21
  -12%, 4%, ?, -5%[10 µM], -2%, -7%, -2%
O=C(/C=C/c1ccco1)N1CCN(S(=O)(=O)/C=C/c2ccccc2)CC1
  -5%, 3%, ., -26%, 4%, -9%, 14%
CCCn1c2c(c(O)c(C(=O)Nc3ncccc3O)c1=O)CCCC2
  -8%, ., ?, -12%, ., ., 13µM*
Cc1cccc(Cn2c(CN3CCN(Cc4ccccc4)CC3)nc3c2c(=O)[nH]c(=O)n3C)c1
  0%, 0%, -7%, 3%[10 µM], 20%[38.3 µM], -17%, -16%
O=C(O)CCCCCn1c(SCC(=O)N2CCCC2)nc2ccsc2c1=O
  5%, -5%, 9%, 2%[0.074 µM], 5%[38.3 µM], -15%, -11%
O=C1OCCN1C(=O)[C@H]1[C@H](c2ccc(Cl)cc2)C(c2cccc(Cl)c2)=NN1c1ccccc1
  ?, 5%[39.9 µM], ?, ., -8%&-20%, -74%[inhibitor], -6%
Cc1cc(SCC(=O)N(C)c2c(N)n(Cc3ccccc3)c(=O)[nH]c2=O)nc2ccccc12
  11%, 6%, ., -4%, 14%, ., ?
O=C(/C=C/c1cc[n+](CC(=O)c2ccc3cccc4c3c2CC4)cc1)c1ccc2cccc3c2c1CC3
  ?, ., ., 1%[10 µM], ., ., -5%[9.22 µM]
O=C(COC(=O)CSCC(=O)N1CCCCC1)NCc1ccc(F)cc1
  9%, 9%, 4%, 6%[10 µM], -15%[38.3 µM], -3%, -1%
O=c1c(F)cn(C2CCCO2)c(=O)n1Cc1c(F)cccc1Cl (configuration not stated)
  6%, 6%, -7%, -3%[10 µM], 1%, -5%, -19%
CC(C(=O)Nc1cccnc1)N1C(=O)C2C3C=CC(C3)C2C1=O (configuration not stated)
  6%, -2%, 7%, -7%, 0%[38.3 µM], -9%, 16%
CCCCCCN=C(C)c1ccccc1O
  1%, ., ., 3%[10 µM], ., ., -11%[9.22 µM]

# Part of the list above, bar-delimited.
SMILES | CBFb-RUNX1 inh | Luc counter | Lamin A splicing | HTT ATP protect | IMPase Li cell | SMN2 splice up | HttQ103 aggreg
O=C(/C=C/c1ccco1)N1CCN(S(=O)(=O)/C=C/c2ccccc2)CC1 | -5% | 3% | . | -26% | 4% | -9% | 14%
O=c1c(F)cn(C2CCCO2)c(=O)n1Cc1c(F)cccc1Cl (configuration not stated) | 6% | 6% | -7% | -3%[10 µM] | 1% | -5% | -19%
O=C(NCc1ccco1)c1ccc(COCC(F)(F)F)cc1 | -2% | 4% | -8% | -7%[0.074 µM] | 16%[38.3 µM] | 5% | -20%
CC(C(=O)Nc1cccnc1)N1C(=O)C2C3C=CC(C3)C2C1=O (configuration not stated) | 6% | -2% | 7% | -7% | 0%[38.3 µM] | -9% | 16%

# Ordered by value in CBFb-RUNX1 inh (rising): four of the compounds above.
smiles	CBFb-RUNX1 inh	IMPase Li cell	HttQ103 aggreg
CCCn1c2c(c(O)c(C(=O)Nc3ncccc3O)c1=O)CCCC2	-8%	.	13µM*
O=C(/C=C/c1ccco1)N1CCN(S(=O)(=O)/C=C/c2ccccc2)CC1	-5%	4%	14%
O=C(NCc1ccco1)c1ccc(COCC(F)(F)F)cc1	-2%	16%[38.3 µM]	-20%
Cc1cc(SCC(=O)N(C)c2c(N)n(Cc3ccccc3)c(=O)[nH]c2=O)nc2ccccc12	11%	14%	?

# Continued.
# Values run as follows: CBFb-RUNX1 inh, Luc counter, Lamin A splicing, HTT ATP protect, IMPase Li cell, SMN2 splice up, HttQ103 aggreg
CN[C@@H](c1ccncc1)[C@@H](NC)c1ccncc1
  ., -6%[7.66 µM], ., -9%[10 µM], 7%, -11%[9.22 µM], .
CCCC(=O)NCCCc1nc2ccccc2[nH]1
  7%, -1%, -10%, -4%, 5%[38.3 µM], -6%, -9%
COc1ccc(S(=O)(=O)NC(C)C)cc1C(=O)NC1CCCCC1
  5%, -2%, -4%, ., -4%, 19%, -8%
CCOC(=O)c1ccccc1NC(=O)Cn1cnc2c(cnn2-c2ccc(F)cc2)c1=O
  6%, -7%, -7%, -2%, -29%[38.3 µM], -11%, 13%
c1ccc(C(c2nnnn2C2CCCC2)N2CCCCCC2)nc1 (configuration not stated)
  ?, -1%, 10%, -4%, 32%[activator][38.3 µM], -6%, -14%
O=C(CSc1n[nH]c(-c2ccccc2)n1)Nc1ncc(Br)cc1Br
  -1%, 5%, ?, 22%, 8%[38.3 µM], -17%, -21%
Nc1nccc(/C=C/c2c(F)cccc2Cl)n1
  1%, -3%, -16%[9.22 µM], -13%[1.9 µM], 5%, ?, 12%[9.22 µM]
Cc1csc(=Nc2c(C)n(C)n(-c3ccccc3)c2=O)n1-c1ccccc1
  -2%, 2%, ?, -14%, -4%, -3%, 30%
O=c1c2ccccc2nc(/C=C/c2ccc([N+](=O)[O-])cc2)n1CCCO
  -19%, 6%, ?, 35%[0.074 µM], 7%, -7%, ?
CCS(=O)(=O)c1ccc2oc(Nc3ccc(OC)cc3)nc2c1
  -4%, -3%, -3%[46 µM], -45%, -28%, 3%, 4%
COc1cc(Br)c(C(C)NC(=O)c2ccc(C)cc2)cc1OC (configuration not stated)
  5%, -4%, 18%, -7%, 1%[38.3 µM], -16%, -20%
CSc1nc2c(ccc3ccccc32)o1
  8%, 0%, -3%, -4%[0.074 µM], -14%, 16%, 14%
COc1ccc(S(=O)(=O)N2CCOCC2)c(Cl)c1Cl
  5%, 1%, -9%, 20%[0.074 µM], 13%[38.3 µM], 11%, 9%
O=C(c1ccc(CSc2ccc(Cl)cc2)cc1)N1CCOCC1
  4%, 0%, 4%[46 µM], 7%, 4%, -37%[inhibitor], -18%
CCCCC[C@H](O)/C=C/[C@H]1C=CC(=O)[C@@H]1C/C=C\CCCC(=O)O
  -4%&14%&15%, -6%&-1%, ?, -31%&-48%[inhibitor], 3%&-5%&19%, -35%&3%&9%[inhibitor], 7%

# Values run as follows: CBFb-RUNX1 inh, Luc counter, Lamin A splicing, HTT ATP protect, IMPase Li cell, SMN2 splice up, HttQ103 aggreg
CN(C)CCC#CC(O)(c1ccccc1)c1ccccc1
  5%, -1%, -6%, 15%[10 µM], 21%, 3%, -2%
CCOC(=O)c1c(NC(=O)c2ccoc2C)sc2c1CCC2
  9%, 1%, -7%, -2%, 20%[38.3 µM], -8%, 19%
COc1ccc(-c2cn3c4c(sc3n2)CCCC4)cc1
  -20%, -6%, 1%, -60%[inhibitor][10 µM], 29%[38.3 µM], 1.3µM*, 0%
O=C(CSc1nncn1-c1cccnc1)N(c1ccccc1)c1ccccc1
  16%, 1%, ., 9%[10 µM], 4%, ., 2%[9.22 µM]
COc1cc(/C=C/C(=O)OCC(=O)Nc2ccccc2Sc2ccc(Cl)cc2)ccc1O
  -3%, -2%, ?, 6%[10 µM], 17%, -20%, -2%
O=C(CCc1nnc(CCCc2ccccc2)o1)N1CCCCCC1
  1%, -2%, 9%[46 µM], 0%[10 µM], -2%, ., -6%[9.22 µM]
CN(C)c1c(-c2ccccc2)cc(-c2ccccc2)[nH]c1=O
  9%, ., ., -3%[10 µM], ., ., -17%[9.22 µM]
CCOC(=O)c1c(C)oc2c(CC(=O)c3ccccc3)c(Cl)c(O)c(O)c12
  1%, 3%, 19%, ., 11%, -7%, 25%
COCCNC(=O)c1ccc(CS(=O)(=O)c2ccc(Cl)cc2)o1
  6%, -3%, 1%, 2%, -7%[38.3 µM], -15%, 12%
CC(C)n1c(NCCc2ccccc2)nc2c1c(=O)n(C)c(=O)n2C
  0%, 0%, ?, 29%[10 µM], 16%, -78%[inhibitor], 11µM*
COc1ccc(NC(=O)c2cc(S(=O)(=O)N3CCCCC3)ccc2N2CCCCC2)cn1
  1%, -3%, -8%, -21%, 10%[38.3 µM], 3%, -2%
CCc1cccc(C)c1NC(=O)C1C2CCC(O2)C1C(=O)O (configuration not stated)
  6%, 1%, -4%, 8%, 17%[38.3 µM], 7%, 1%
COc1ccc(/C=N/n2cnnc2)cc1Br
  -3%, ., ., 7%[10 µM], ., ., -14%[9.22 µM]
COc1ccc(C(=O)NCC(=O)OCc2ccccc2F)cc1
  4%, -1%, ?, -1%[10 µM], 0%, -7%, 11%
O=C(O)CCN1C(=O)/C(=C\c2ccc(-c3nc4ccccc4s3)o2)SC1=S
  -5%, 17%, -3%, ?, 23%[38.3 µM], -6%, .
CC(=O)C1C(c2ccc(C)cc2)c2c(n[nH]c2C)CC1(C)O (configuration not stated)
  13%, -1%, 16%, -8%, -6%[38.3 µM], 10%, -7%
O=C(O)COc1ccccc1/C=N/NC(=O)CSc1nnc(SCc2ccc(Cl)cc2)s1
  1%, ., ., 4%[10 µM], ., ., -2%[9.22 µM]
